ARFGAP1 inh – rat ARFGAP1 inhibition; Arfgap1-stimulated ARF1 GTP hydrolysis, GDP FP detection; Q62848; 0.26% of 360,000 active; inhibition, % at 16.5 µM;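 active = inhibition above a per-plate limit, mean inhibition of low control wells plus 3 SD, cut at about 25% in these data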;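 also: 0% = DMSO wells with enzyme and 100% = wells lacking Arfgap1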
Target sequence (Q62848 1-136 limits assumed): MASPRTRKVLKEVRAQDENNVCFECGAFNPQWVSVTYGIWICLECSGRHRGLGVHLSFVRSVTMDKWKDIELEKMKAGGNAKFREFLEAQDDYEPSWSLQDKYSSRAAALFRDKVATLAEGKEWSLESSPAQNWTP
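System: truncated rat Arfgap1 GAP domain / Medium: HEPES-based buffer, pH 7.5 / Also added: N-terminally truncated human ARF1-GTP substrate / Incubation: enzyme reaction 120 min at 25 °C after 20 min preincubation / Measured by: FP of antibody-bound GDP Alexa 633 tracer, ex 620/em 688 nm / Replicates: singlicate, each compound tested once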
ASAP1 GAP inh – blocks human ASAP1-stimulated Arf1 GTP hydrolysis | AID 624377 | 0.19% of 360,000 active | GDP FP detection | inhibition, % at 16.5 µM | Q9ULH1; in the data active = inhibition above about 25%;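 also: 0% = vehicle with enzyme and substrate and 100% = no enzyme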
ADAM17 inh – ADAM17 inhibition, QFRET primary screen. inhibition, % at 6.95 µM. 0.83% of 370,000 active. recombinant ADAM17, EDANS/DABCYL FRET peptide cleavage;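 active = inhibition above the mean of compounds lying between control limits plus 3 SD, set per campaign, cut at about 8.5% in these data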;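 also: 0% = DMSO-only wells as the low control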
UHRF1 MBD2 ctr – UHRF1 methyl-DNA binding inhibition | Q96T88 | UHRF1 binding to methylated oligo, TR-FRET | inhibition, % at 4.4 µM | 0.75% of 370,000 active; in the data active = inhibition above about 21%;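 also: UHRF1 SRA domain binding a hemimethylated CpG hairpin DNA probe; 0% = median of test compound wells and 100% = reference inhibitor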
PLC-beta3 inh – blocks human PLC-beta3 enzyme activity; Q01970; 0.18% of 370,000 active; Purified PLC-beta3, fluorogenic substrate, fluorescence; inhibition, % at 12.2 µM; AID 720704; in the data active = inhibition above about 11%;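 also: 0% = median of compound wells on plate and 100% = full blocker control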
KLK7 zymogen act – activators of human kallikrein-7 zymogen. P49862. purified proKLK7, EDANS-DABCYL substrate fluorescence; 100% is mature enzyme control, 0% vehicle. activation, % at 7 µM. 0.9% of 370,000 active. AID 652039;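 active = activation above the mean of all tested compounds plus 3 SD, computed per campaign excluding outliers beyond control limits, cut at about 13% in these data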
Target sequence (P49862 whole entry, looked up): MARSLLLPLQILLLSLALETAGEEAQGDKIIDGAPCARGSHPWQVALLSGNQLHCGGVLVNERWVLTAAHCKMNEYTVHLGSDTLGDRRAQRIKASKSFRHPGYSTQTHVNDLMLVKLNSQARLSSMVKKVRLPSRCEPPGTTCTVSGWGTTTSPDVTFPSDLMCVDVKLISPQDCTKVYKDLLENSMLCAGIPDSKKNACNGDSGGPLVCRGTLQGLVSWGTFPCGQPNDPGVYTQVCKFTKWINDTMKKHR
Tn7 DDE FP – DD(E)-Tn7 binding inhibition, primary FP screen; P02675; FP displacement of FITC-Tn7 peptide from fibrin DD(E); 0% = median of compound wells per plate; inhibition, % at 8.3 µM; 0.13% of 370,000 active; AID 720508;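 active = inhibition above the mean of compounds falling within the control limits plus 3 SD of them, cut at about 14% in these data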;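 also: 0% = plate median of compound wells and 100% = 10 µM Aha-Tn7 peptide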
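Assay system: Human fibrin DD(E) protein | Medium: Tris buffer with calcium and detergent, pH 7.8 | Reagent: 0.1 µM fluorescent Tn7 | Compound dosing: Single point at 8.3 µM | Times: 10 min preincubation, 3 h with tracer, room temperature | Detection: Fluorescence polarization of the labelled Tn7 tracer | Controls: Aha-Tn7 high control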
PLC-gamma1 inh – blocks human PLC-gamma1 enzyme activity. purified PLC-gamma1, fluorogenic substrate, fluorescence. P19174. AID 720700. 0.84% of 370,000 active. inhibition, % at 12.2 µM; in the data active = inhibition above about 9.5%
MBD2 inh – inhibitors of human MBD2 binding to methylated oligonucleotide | Q9UBB5 | TR-FRET | inhibition, % at 4.4 µM | 0.31% of 370,000 active; in the data active = inhibition above about 13%
Target sequence (Q9UBB5 whole entry, looked up): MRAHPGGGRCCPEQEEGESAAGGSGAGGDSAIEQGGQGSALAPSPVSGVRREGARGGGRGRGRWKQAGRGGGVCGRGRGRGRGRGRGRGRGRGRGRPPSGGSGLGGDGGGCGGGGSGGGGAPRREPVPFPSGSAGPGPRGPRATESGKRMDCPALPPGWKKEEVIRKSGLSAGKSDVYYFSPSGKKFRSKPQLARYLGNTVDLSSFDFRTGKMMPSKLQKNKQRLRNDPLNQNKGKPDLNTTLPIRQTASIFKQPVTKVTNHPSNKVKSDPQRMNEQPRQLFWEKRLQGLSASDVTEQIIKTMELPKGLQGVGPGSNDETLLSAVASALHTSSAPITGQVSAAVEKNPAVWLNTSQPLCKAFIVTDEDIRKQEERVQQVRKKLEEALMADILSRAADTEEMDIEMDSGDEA
DDE Tn6 FP inh – disrupts Tn6 cyclic peptide binding to fibrin D-Dimer-E complex | Fibrin DD(E) TRITC-Tn6 fluorescence polarization displacement | 0.21% of 370,000 active | inhibition, % at 8.3 µM;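 active = inhibition above a per-campaign cutoff: mean of compounds within control limits plus 3 SD, cut at about 15% in these data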;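 also: 0% = median of all compound wells on the plate and 100% = blocking peptide control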
The depositor's hits bear a star; x = not tested or not shown.

SMILES	ARFGAP1 inh	ASAP1 GAP inh	ADAM17 inh	UHRF1 MBD2 ctr	PLC-beta3 inh	KLK7 zymogen act	Tn7 DDE FP	PLC-gamma1 inh	MBD2 inh	DDE Tn6 FP inh
COC(=O)CNc1nc(-c2ccccc2F)nc2ccccc12	3	-8	-3	-3	1	0.6	-2	0	0	4
COC(=O)C1C/C(=N\NS(=O)(=O)c2ccc(C)cc2)c2sccc2C1 (stereo unspecified)	8	-8	4	3	2	-0.1	10	2	-2	-1
CC(=O)c1ccc(NC(=S)NC(=O)c2c(Cl)c(C)nn2C)cc1	7	-3	4	14	2	0.8	0	3	-3	2
Cn1cnc(S(=O)(=O)Nc2ccc(OC(F)F)cc2)c1	-1	5	-2	4	-8	0.2	-6	0	0	1
Cc1ccc([C@H]2C[C@@H](O)[C@H](n3cc(-c4ccc(F)cc4)nn3)CN2C(=O)C2CCCCC2)cc1	-4	-2	10*	2	8	0.7	-6	6	-3	12
CSc1ccccc1NC(=O)c1cnccn1	-6	1	-3	-1	1	-0.2	-1	-3	1	-6
COc1ccc(CCNC(=O)CC(C)(C)CC2=NS(=O)(=O)c3ccccc3N2)cc1OC	-7	4	-1	-3	4	0.2	2	-1	4	-1
CC(NC(=O)c1ccc2c(c1)OCO2)C(c1cccs1)N1CCN(c2ccccc2)CC1 (stereo unspecified)	4	-5	-5	3	-9	-0.2	10	-6	2	0
O=C1NC[C@H](c2ccccc2)OC(=O)[C@@H](Cc2ccc(F)cc2)CC/C=C/C[C@@H]1CC(=O)N(CCO)Cc1ccccc1	8	-5	6	2	5	0.0	4	7	-1	0
CC(C)(CCl)C(=O)Nc1ccnc(-c2ccncc2)n1	3	1	-3	2	-2	-0.2	2	0	1	1
Cc1ccc(CN(C)C(=O)COC(=O)CSc2ccc(C(N)=O)cc2[N+](=O)[O-])cc1	5	1	-4	-2	-8	-0.2	1	0	-1	1
O=c1ccc2ccc(O[C@@H]3O[C@H](CO[C@@H]4OC[C@](O)(CO)[C@H]4O)[C@@H](O)[C@H](O)[C@H]3O)cc2o1	-4	-1	-7	2	-6	-0.8	-5	-2	-2	2
CCOc1ccc(OCCC(=O)OCC(=O)Nc2ccc(C)c(S(=O)(=O)N3CCCCC3)c2)cc1	6	-13	8	1	1	0.7	3	3	3	-8
CC1=C(C(=O)OC2CCCCCCC2)C(c2ccc(O)cc2)NC(=O)N1 (stereo unspecified)	11	-9	0	-1	-2	0.3	1	1	0	-1
CCCOC(=O)CC1C(=O)NCCN1Cc1cc(OC)cc(OC)c1 (stereo unspecified)	0	2	-3	2	1	-0.3	1	2	1	0
CC(C)NC(=O)C1(C)Cc2c(-c3cccc(C(N)=O)c3)ccnc2O1 (stereo unspecified)	6	-7	2	5	5	0.4	5	2	-5	1
O=C(NC1CCCCN(Cc2cccc(F)c2)C1=O)c1ccc(-c2ccccc2)cc1 (stereo unspecified)	x	x	3	2	-2	0.3	1	1	2	-7
c1ccc(-c2cc(-c3ccccc3)ncn2)cc1	7	7	-1	2	-7	0.2	5	2	4	-6
CC(=O)NC(C)c1nc2ccccc2n1CC(=O)N1C(C)CCCC1C (stereo unspecified)	2	1	-1	4	-4	-0.7	-7	9	3	-3
O=C(CC1COc2ccccc2O1)NCCc1ccccc1 (stereo unspecified)	0	-5	2	2	-1	0.1	0	6	-2	4
O=C(O)C1CC=CCC1C(=O)NC1CCCCC1 (stereo unspecified)	0	-3	-1	1	-4	0.3	4	0	2	-7
CCOC(=O)c1nn(-c2ccc(F)cc2)c2c1CC/C2=C/c1ccccc1	1	5	-3	0	-9	-1.9	-1	-7	0	3
COc1ccc(C#CCNCc2ccc(OC)cc2OC)cc1	x	x	-6	-1	-8	0.5	-1	2	5	4
O=C(CNS(=O)(=O)c1ccccc1)N1CCN(c2ccccc2)CC1	3	-6	-1	3	0	1.0	2	-2	1	7
O=C(NCCc1csc(-c2cccnc2)n1)c1cccc(Cl)c1	-11	4	-3	-1	-4	0.3	0	0	1	14
O=C(/C=C/c1cccs1)N1CCN(c2ccccc2F)CC1	-4	2	-1	-1	-2	0.3	-4	-2	-3	7
COc1ccc(CNc2ccc(C)c(C)c2)c(OC)c1OC	7	1	-2	-1	-3	-0.1	2	1	3	1
CC1Sc2ccc(C(=O)OCc3ccccc3Cl)cc2NC1=O (stereo unspecified)	5	1	-2	4	-7	0.1	2	8	2	2
COc1ccc(C(=O)OCC(=O)NC(=O)NC2CCCC2)c(OC)c1	7	-7	0	-2	-2	-0.4	1	0	-1	-3
COc1cccc(CNCCO)c1OCc1ccccc1Cl	-6	-14	4	8	3	-0.8	-9	11*	-2	-7
COc1cc(OC)cc(-c2c(-c3ccc(F)cc3)c3cc(-c4ccc5[nH]ccc5c4)ccc3n2C)c1	-7	10	-12	-2	-48	-3.9	-2	-29	-3	2
COc1ccc(N2CC(C(=O)Nc3cccc(C)n3)CC2=O)cc1 (stereo unspecified)	15	14	-1	3	1	-0.7	-2	10*	4	2
O=C(CSc1nnc(CCc2nc3ccccc3[nH]2)n1-c1ccccc1)NCc1ccccc1	-4	5	-4	1	-2	-0.6	4	1	3	1
Cc1cccc(Nc2nnc(SC(C)C(=O)NC3CC3)s2)c1 (stereo unspecified)	-15	-10	0	12	-1	-0.4	2	1	2	-3
Cn1cc(C(=O)N/N=C/C2=C(N3CCOCC3)C(=C/c3ccc([N+](=O)[O-])cc3)/CC2)ccc1=O	5	5	-7	-3	-11	0.3	0	-1	5	-6
Cc1ccc(S(=O)(=O)N2CCN(S(=O)(=O)c3c(C)n[nH]c3C)CC2)cc1C	7	-16	-1	1	-1	0.2	-7	1	3	-1
CC(=O)c1cn(-c2ccc(Cl)cc2)c(=O)[nH]c1=O	4	-5	-1	-1	-1	-0.1	3	1	-1	2
O=C(C[n+]1cc(-c2ccc(F)cc2)n2c1CCC2)OCc1ccccc1	7	0	-5	1	3	0.0	9	-1	1	2
CC1(C)CC(=O)C2=C(C1)c1c(ccc3ncccc13)NC2c1cccs1 (stereo unspecified)	7	4	-16	-3	-29	-0.3	-1	-21	1	-7
CCOc1cc2c(cc1OC)C(NC(=O)C(F)(F)F)CC2=O (stereo unspecified)	-10	-4	-6	2	-5	-0.3	0	-4	7	-2

An excerpt from the list above:
SMILES	ARFGAP1 inh	ASAP1 GAP inh	ADAM17 inh	UHRF1 MBD2 ctr	PLC-beta3 inh	KLK7 zymogen act	Tn7 DDE FP	PLC-gamma1 inh	MBD2 inh	DDE Tn6 FP inh
O=C(/C=C/c1cccs1)N1CCN(c2ccccc2F)CC1	-4	2	-1	-1	-2	0.3	-4	-2	-3	7
COc1ccc(CNc2ccc(C)c(C)c2)c(OC)c1OC	7	1	-2	-1	-3	-0.1	2	1	3	1

Next structures.
SMILES	ARFGAP1 inh	ASAP1 GAP inh	ADAM17 inh	UHRF1 MBD2 ctr	PLC-beta3 inh	KLK7 zymogen act	Tn7 DDE FP	PLC-gamma1 inh	MBD2 inh	DDE Tn6 FP inh
Cc1c(CCC(=O)NCCCCCC(=O)O)c(=O)oc2c(C)c3oc4c(c3cc12)CCCC4	2	8	-40	4	-180	-6.4	3	-118	3	-11
O=C(CSc1nnc(-c2ccncc2)o1)N1CCCC1	2	-5	-3	-2	-3	-0.5	-4	1	2	7
O=C(NCCc1cn2ccsc2n1)C1CCCCC1	-1	-12	-1	0	0	0.0	4	-2	-5	-3
Nc1nonc1C(=O)NCCNc1ccc([N+](=O)[O-])cn1	-4	-9	-4	-3	9	0.1	1	7	-4	5
NC(=O)c1cccnc1Nc1cccc(F)c1	4	9	2	-1	0	0.2	6	5	-6	2
COc1ccc(-n2c(C)nc3c(cnn3-c3ccc(Cl)cc3)c2=O)cc1	-5	-4	-2	-1	1	0.9	2	1	0	10
C=Cc1ccc(Cn2c(C)c(C(=O)NCc3ccccc3C(F)(F)F)sc2=O)cc1	6	11	6	0	-4	-0.6	-5	0	3	-1
CCCCCCCC(=O)NNC(=O)c1c(O)c2ccccc2n(CC)c1=O	-2	-7	-5	2	2	0.7	7	-1	1	1
Cc1coc(C)c1C(=O)Nc1ccc2ccccc2c1	1	3	-4	4	-9	0.8	9	0	1	-4
O=C(NCC(c1ccco1)N1CCc2ccccc2C1)c1ccc(F)cc1 (stereo unspecified)	10	14	-1	1	-1	0.2	-1	-4	-1	-1
CCN(CC)S(=O)(=O)c1ccc(NC(=S)Nc2ccc(F)cc2)cc1	13	4	-4	2	4	0.1	1	-1	3	7
Cc1ccc(CNC(=O)CN2C(=O)CSc3ccc(S(=O)(=O)N4CCC(C)CC4)cc32)cc1	15	0	3	-2	-6	0.8	-4	6	4	-5
CCOC(=O)C(NCc1ccccn1)(NC(=O)c1cccnc1)C(F)(F)F (stereo unspecified)	-1	-6	-3	-2	-8	0.2	2	-6	-1	8
COc1ccc(-c2cc(C(=O)NCCCn3ccnc3)no2)cc1	5	1	-5	-2	-4	-0.5	0	-1	3	-3

Filtered by structure: those above with a Cl atom (seven)
SMILES	ARFGAP1 inh	ASAP1 GAP inh	ADAM17 inh	UHRF1 MBD2 ctr	PLC-beta3 inh	KLK7 zymogen act	Tn7 DDE FP	PLC-gamma1 inh	MBD2 inh	DDE Tn6 FP inh
CC(=O)c1ccc(NC(=S)NC(=O)c2c(Cl)c(C)nn2C)cc1	7	-3	4	14	2	0.8	0	3	-3	2
CC(C)(CCl)C(=O)Nc1ccnc(-c2ccncc2)n1	3	1	-3	2	-2	-0.2	2	0	1	1
O=C(NCCc1csc(-c2cccnc2)n1)c1cccc(Cl)c1	-11	4	-3	-1	-4	0.3	0	0	1	14
CC1Sc2ccc(C(=O)OCc3ccccc3Cl)cc2NC1=O (stereo unspecified)	5	1	-2	4	-7	0.1	2	8	2	2
COc1cccc(CNCCO)c1OCc1ccccc1Cl	-6	-14	4	8	3	-0.8	-9	11*	-2	-7
CC(=O)c1cn(-c2ccc(Cl)cc2)c(=O)[nH]c1=O	4	-5	-1	-1	-1	-0.1	3	1	-1	2
COc1ccc(-n2c(C)nc3c(cnn3-c3ccc(Cl)cc3)c2=O)cc1	-5	-4	-2	-1	1	0.9	2	1	0	10

This is a random part of the collection; any-hit rate near 4.1%.
